miR-122 sensor: blocks miR-122 activity in Huh7 sensor cells; Huh7 miR-122 Renilla luciferase sensor, 48 h; neutral wells = 0, positive control = 100; activation (reporter increase), % at 12.5 µM; 340,000 compounds, 0.3% hits; AID 602342;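 active = mean replicate activation score at least 90 and every replicate individually at or above 90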;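 note: higher luciferase means less miR-122 activity so hits act as miR-122 inhibitors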
LGR2 antag: inhibitors of bursicon-induced Drosophila LGR2 receptor cAMP signaling | HEK293 LGR2, CRE-luciferase, bursicon-stimulated, 4 h | AID 720647 | inhibition, % at 9.99 µM | 380,000 compounds, 0.35% hits;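 active = drop in luminescence signal, shown as inhibition above about 50% in the replicate tests, limit read from the data, passing the limit was not always enough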;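 note: agonist challenge used bursicon conditioned medium at about half maximal strength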
PAX8 inh HTS: lowers PAX8-driven luciferase in RMG-I cells | RMG-I TPO-luciferase reporter, SteadyGlo, 24 h | inhibition, % at 12.6 µM | 360,000 compounds, 1.2% hits | AID 652154;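 active = mean replicate inhibition at least 60% with every replicate also reaching 60%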;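 note: luciferase light reporting Pax8 driven TPO promoter activity; plate controls were median of neutral control wells for no effect and mitoxantrone controls for full effect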
EWS-Fli inh: blocks EWS/Fli oncoprotein-driven transcription; A673 NR0B1-luciferase reporter, viability-normalised; inhibition, % at 12.6 µM; 350,000 compounds, 0.67% hits; AID 651661;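 active = mean inhibition of at least 50% after viability correction, with every replicate also passing that limit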;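 note: firefly luciferase signal divided by Alamar Blue viability fluorescence both relative to DMSO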
Cneo AK release: Cryptococcus neoformans lysis via adenylate kinase release; C. neoformans lysis, adenylate kinase release luminescence, 4 h; normalised: neutral wells 0, clomiphene wells 100; lysis activity, % at 15 µM; 360,000 compounds, 0.2% hits; AID 651654;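 active = mean lysis activity across replicates of at least 80%, whatever share of replicates individually reach that level; inactive = mean lysis activity below 80%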
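Material: C. neoformans cells | Amount: Yeast cell density of 5 × 10^6 cells/mL | Medium: Fresh YPD growth medium | Dosing: Single dose | Times: Static 4 h at 37 °C with compound, 1 h detection | Detection: AK luminescence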
FN deposit inh: fibronectin deposition inhibition; 350,000 compounds, 0.086% hits; inhibition, % at 12.6 µM; AH1F fibroblasts, Alexa488-fibronectin deposition fluorescence, overnight;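 active = mean inhibition across replicates of 30% or more, regardless of how many single replicates reach that level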;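 note: positive control wells lacked labelled fibronectin entirely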
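Material: AH1F fibroblast monolayer depositing Alexa488-labelled fibronectin into matrix / Amount: 10000 AH1F cells per well / Signal: fluorescence 485/525 nm / Medium: DMEM, 2% serum / Compound: single dose, pinned / Incubation: 1 h cell adhesion before compound, then overnight fibronectin incubation / Reagent: Alexa488-FN, 24 nM final / Read-out: inhibition of fibronectin deposition signal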
PGC1a acetyl inh: modulators of PGC1a acetylation; U2OS PGC1a acetylation, AlphaScreen anti-acetyl-lysine; with virally co-expressed GCN5 acetyltransferase; inhibition, % at 15.6 µM; 350,000 compounds, 0.17% hits; AID 651687;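 active = every replicate shows inhibition of at least 40%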;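 note: 0% = neutral control wells and 100% = positive control wells; some results beyond the cut were filed as inactive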
Casp6 inh: caspase-6 (human) enzyme inhibition; P55212; 350,000 compounds, 0.53% hits; inhibition, % at 12.5 µM; purified caspase-6, Z-VEID-R110 cleavage fluorescence; AID 686996;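 active = mean inhibition across replicates at least about 35%, with every replicate also reaching that limit, limit read from the data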;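 note: 0% = median of neutral control wells and 100% = no fluorescence left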
Target sequence (P55212 24-179 limits assumed): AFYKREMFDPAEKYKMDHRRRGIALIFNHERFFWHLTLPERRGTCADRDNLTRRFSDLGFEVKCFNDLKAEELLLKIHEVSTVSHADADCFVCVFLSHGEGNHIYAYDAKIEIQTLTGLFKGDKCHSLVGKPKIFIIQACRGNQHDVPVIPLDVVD
Target sequence (P55212 194-293 limits assumed): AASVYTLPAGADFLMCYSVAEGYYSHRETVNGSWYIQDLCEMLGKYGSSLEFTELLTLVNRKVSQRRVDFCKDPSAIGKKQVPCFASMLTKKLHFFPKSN
Active calls of the source: *; . = not tested or not shown; [ ] = another dose, or the depositor's remark.

SMILES | miR-122 sensor | LGR2 antag | PAX8 inh HTS | EWS-Fli inh | Cneo AK release | FN deposit inh | PGC1a acetyl inh | Casp6 inh
COc1cccc(-c2nc3sc4c(c3c(=O)[nH]2)CCCCC4)c1 | -3.4 | -52.9 | -54.2 | . | -0.6 | . | 0.4 | .
Cc1noc(C)c1S(=O)(=O)N(C)C[C@H]1Oc2ccc(NC(=O)CCC(F)(F)F)cc2CC(=O)N([C@@H](C)CO)C[C@H]1C | -3.0[16.7 µM] | 6.4 | . | -3.9 | 1.3 | 10.6 | 4.0 | 2.6
C[C@H]1CN([C@@H](C)CO)C(=O)c2cccc(NC(=O)Nc3cccc4ccccc34)c2O[C@H]1CN(C)C(=O)Nc1ccc(C(F)(F)F)cc1 | . | 11.8 | 37.2 | . | . | . | -10.6 | -1.6
COc1ccc(CCNS(=O)(=O)c2cn(C)c(=O)n(C)c2=O)cc1OC | -5.4 | 17.1 | 3.9 | 6.4 | -1.2 | 4.1 | 4.2 | 0.9
O=C(O)C1CCCN(S(=O)(=O)c2ccc(Br)s2)C1 (configuration not stated) | -4.1 | 13.8 | 13.6 | -3.5 | 6.5 | -3.5 | -9.9 | 2.0
COCCCn1c(=O)c2sccc2n2c(CCCC(=O)NCc3cccc(OC)c3)nnc12 | -4.6 | -2.5 | -1.0 | . | 1.4 | 3.5 | -3.5 | -0.9
COc1ccc([N+](=O)[O-])cc1NC(=O)COC(C)=O | -3.0 | -16.1 | 17.4 | -9.8 | . | 15.4 | 5.3 | -1.3
Cc1nnc(N2C(=O)C(O)=C(C(=O)c3ccco3)C2c2cccc([N+](=O)[O-])c2)s1 (configuration not stated) | -3.3 | 5.1 | 7.0 | 6.3 | -1.4 | -3.2 | 3.0 | 0.8
COc1ccc(-c2nc(CN3CCC(C(=O)NCC4CCCO4)CC3)c(C)o2)cc1OC (configuration not stated) | . | -14.0 | -11.2 | . | . | 3.4 | . | -5.7
CCOC(=O)c1sc(=NC(=O)COc2ccc(Cl)cc2)n(C)c1C | . | 12.3 | 3.0 | 5.3 | . | -15.2 | . | 0.7
COc1ccc(N(CC(=O)Nc2cccc(C(F)(F)F)c2)S(=O)(=O)c2c(C)[nH]c(=O)[nH]c2=O)cc1 | -3.0 | -1.4 | 0.2 | . | -0.4 | -5.7 | 2.2 | 5.4
CC(C)c1cc(N2CCC(=O)NC2=O)cc(C(=O)O)c1O | 0.6 | -1.2 | -18.5 | . | 6.5 | 0.9 | 1.3 | .
CC(C)(C)c1ccc(S(=O)(=O)NC(=O)C2(C)CCN2C(=O)Cc2ccc(Cl)cc2Cl)cc1 (configuration not stated) | -6.3 | -18.0 | 9.1 | -0.2 | -2.4 | -6.6 | -20.6 | 3.7
C=CCn1c(-c2cccnc2Cl)nc2cc(Cl)c(Cl)cc21 | 8.2 | -2.6 | . | . | 0.1 | -8.9 | 8.0 | .
COc1ccc(CNC(=O)[C@H](NC(=O)C2CCN(C(=O)[C@@H](N)CCSC)CC2)C(C)C)cc1 | -1.0 | . | . | -15.2 | 3.7 | . | 0.4 | -1.1
CCOC(=O)NC(=O)/C(C#N)=N/Nc1ccc(F)cc1 | -2.7 | . | . | . | -3.3 | -8.4 | 3.5 | .
COc1ccc(NC(=O)N(C)C[C@@H]2Oc3ccc(NC(=O)C4CCCCC4)cc3C(=O)N([C@@H](C)CO)C[C@H]2C)cc1 | -4.8[16.7 µM] | -0.3 | . | -12.0 | 12.5 | . | 8.3 | -0.3
CCCCN(C(=O)CCNC(=O)NC12CC3CC(CC(C3)C1)C2)c1c(N)n(CCCC)c(=O)[nH]c1=O | -2.0 | 0.9 | 15.9 | 9.1 | -1.1 | -0.9 | . | -2.0
CCC(=O)N1CCc2cc(S(=O)(=O)NCCC(=O)NCc3ccccc3Cl)ccc21 | 0.2 | -21.5 | 23.4 | 1.6 | 2.0 | 1.3 | -3.3 | 0.4
COc1ccc(-c2cnc3c(c2)C(=O)N([C@@H](C)CO)C[C@@H](C)[C@@H](CN(C)C(=O)Cc2ccccc2)O3)cc1 | 4.0[16.7 µM] | -17.7 | -8.7 | -3.3 | -1.2 | . | -8.1 | 2.1
Cc1ccc(C(=O)NCCCNC(=O)COc2ccc(C)c(C)c2)cn1 | -5.0 | -2.3 | 7.1 | 1.9 | 2.0 | -2.1 | 4.1 | -2.0
c1cc2c(cc1C1=NNC(=NC3CC3)SC1)OCCO2 | 8.6 | 54.9* | 95.8* | 78.8* | . | 5.8 | . | 18.7
O=S(Cc1ccccc1)Cc1ccccc1 | -3.2 | . | . | 3.1 | -0.1 | . | -1.7 | 1.5
Cc1ccccc1N(CC(=O)Nc1ccccc1C(=O)O)S(C)(=O)=O | 7.4 | . | -5.5 | . | 3.5 | -5.2 | 14.0 | .

Entries of single compounds as entered above.
`CCCCN(C(=O)CCNC(=O)NC12CC3CC(CC(C3)C1)C2)c1c(N)n(CCCC)c(=O)[nH]c1=O` is listed with miR-122 sensor: -2.0; LGR2 antag: 0.9; PAX8 inh HTS: 15.9; EWS-Fli inh: 9.1; Cneo AK release: -1.1; FN deposit inh: -0.9; PGC1a acetyl inh: .; Casp6 inh: -2.0
`C=CCn1c(-c2cccnc2Cl)nc2cc(Cl)c(Cl)cc21` is listed with miR-122 sensor: 8.2; LGR2 antag: -2.6; PAX8 inh HTS: .; EWS-Fli inh: .; Cneo AK release: 0.1; FN deposit inh: -8.9; PGC1a acetyl inh: 8.0; Casp6 inh: .

(listing goes on)
SMILES | miR-122 sensor | LGR2 antag | PAX8 inh HTS | EWS-Fli inh | Cneo AK release | FN deposit inh | PGC1a acetyl inh | Casp6 inh
COCC(=O)N1CC2(CCN(C(=O)c3ccccn3)CC2)c2c(n(C)c3cc(OC)ccc23)[C@@H]1CO | . | -10.8 | -24.5 | -3.2 | . | . | -13.9 | 1.7
CCCCCC(=O)NC(=S)Nc1ccc(NC(=O)c2ccco2)cc1 | . | -10.9 | -4.7 | 8.0 | . | -2.5 | . | .
COc1ccc2c3c([nH]c2c1)[C@@H](CO)N(C(=O)C1CCC1)CC31CCN(C(=O)c2ccccn2)CC1 | . | -6.4 | -22.6 | -4.5 | . | . | 2.8 | -2.4
COc1ccc(/C=C/C(=O)OCC(=O)NCc2ccco2)c(OC)c1 | . | 11.4 | 2.8 | 2.8 | . | . | 1.3 | 0.9
Cc1ccc(-c2csc(/C=C3/SC(C)C(=O)N3CC(=O)Nc3ccccc3F)n2)cc1 (configuration not stated) | -2.9 | -5.4 | . | -9.0 | . | -1.5 | -8.7 | 1.0
COc1ccc(-c2nnc(NC(=O)C(C)C)s2)c(OC)c1 | -2.5 | -24.3 | -56.0 | -68.5 | -2.6 | 2.0 | 2.3 | -1.5
CCCCNC(=O)NS(=O)(=O)c1ccc(NC(=O)CCC(=O)c2cccs2)cc1 | -2.4 | -5.5 | 13.0 | 27.9 | 1.3 | 1.2 | 2.6 | 14.4
CCNC(=O)C1CCCN(C(=O)Cc2ccc3ccccc3c2)CC1 (configuration not stated) | . | 12.2 | 4.0 | 0.7 | 2.0 | 2.4 | 3.1 | 14.4
O=C(O)c1cccnc1NC1CCCC1 | 4.6 | . | . | -12.5 | -0.5 | . | 0.3 | 2.0
COc1ccc2nc(SC(C)C(=O)NCC(=O)Nc3ccc(F)c(F)c3F)[nH]c2c1 (configuration not stated) | . | 10.9 | -17.2 | -9.6 | 3.6 | . | . | -0.4
COC(=O)Nc1ccc(SCC(=O)c2ccccc2)cc1 | . | -22.9 | -30.0 | -24.9 | . | -5.5 | 4.1 | 0.3
CC(C)NC(=O)N(C)C[C@H]1Oc2c(NC(=O)Cc3ccccc3)cccc2C(=O)N([C@H](C)CO)C[C@@H]1C | 37.7 | -6.3 | 0.5 | -2.7 | 2.2 | 2.3 | -17.5 | -1.7
O=C(Nc1cc(F)ccc1F)N1CCCCN2[C@H](CO)[C@@H](c3ccc(-c4cncnc4)cc3)[C@H]2C1 | 5.0[16.7 µM] | -15.0 | 11.2 | . | 2.5 | . | 0.1 | 0.8
C=CCC(C=C)[N+]1(CC(=O)OC)CCCCC1 (configuration not stated) | -5.1 | -14.7 | 4.5 | 3.5 | . | -4.7 | -5.5 | -2.2
Fc1ccccc1CSc1nnc(-c2cccnc2)o1 | . | -19.2 | -132.9 | -83.5 | . | 2.0 | . | 0.6
Cc1cc(NC(=O)COC(=O)CCS(=O)(=O)c2ccc(C)c(C)c2)no1 | -3.6 | 8.9 | 10.9 | 4.0 | 2.0 | 1.1 | 20.8 | 2.0
COc1cccc(NS(=O)(=O)c2cc3[nH]c(=O)c(=O)[nH]c3cc2C)c1 | 7.2 | -17.4 | 18.8 | 11.9 | 3.2 | -3.5 | -10.4 | 1.6
Cc1ccc(S(=O)(=O)N[C@H]2CC[C@H](CC(=O)NCCN3CCCCC3)O[C@H]2CO)cc1 | . | 3.7 | -12.6 | -3.8 | -4.0 | -12.4 | 9.8 | -0.7
Nc1nc(SCC(=O)O)[nH]c(=O)c1NC(=O)c1ccccc1F | 3.5 | -10.8 | 11.2 | -5.3 | 0.7 | -7.2 | . | 0.3
COc1ccc(N=C(C)C2=C(O)c3ccccc3C2=O)cc1 | -1.8 | 25.8 | -75.0 | . | -8.1 | -1.5 | -6.8 | .
Nc1nccc(SCc2ccccc2)n1 | . | -5.4 | -25.9 | -13.4 | 0.9 | -4.0 | 4.5 | -1.6
Cc1ccc(N2CCN(S(=O)(=O)c3nnc(NC(=O)c4ccco4)s3)CC2)cc1 | 0.8 | 3.3 | 15.0 | -0.5 | 3.1 | 0.7 | -1.0 | -1.9
CCSc1nnc2n1C(C)(C)Cc1ccccc1-2 | -3.7 | . | -24.0 | . | 0.9 | 12.2 | -6.1 | .
CC1=CC(C)C2C(=O)N(c3ccccc3)NC(=O)C2C1 (configuration not stated) | -9.7 | -9.2 | -0.9 | -3.5 | -1.5 | 0.4 | -1.9 | -2.7
Cc1noc(C)c1S(=O)(=O)Nc1ccc2c(c1)C(=O)N([C@@H](C)CO)C[C@H](C)[C@H](CN(C)C(=O)c1ccncc1)OCCCC[C@H](C)O2 | 5.9[16.7 µM] | -0.5 | -4.2 | -10.7 | 57.6 | . | 10.6 | -1.0
CN(CC(=O)Nc1ccccc1C(F)(F)F)C(=O)c1cc(-c2cccs2)nn1-c1ccccc1 | . | 12.6 | 6.1 | 1.0 | . | -3.4 | . | 2.3
COCCN(CCOC)C(=S)Nc1ccccc1 | 0.3 | 25.0 | 0.5 | 15.3 | . | -16.3 | -2.8 | -2.7
C[C@@H]1CCCCO[C@@H](CN(C)C(=O)Nc2cccc3ccccc23)[C@H](C)CN([C@H](C)CO)C(=O)c2cc(NC(=O)CCC(F)(F)F)ccc2O1 | -11.7[16.7 µM] | 21.6 | 67.0* | 27.3 | -16.2 | 3.9 | -25.1 | .
Cc1cc(=O)oc2c3c(cc(OCC(=O)NC(Cc4ccc(Cl)cc4)C(=O)O)c12)OC(C)(C)CC3 (configuration not stated) | -20.3 | -21.5 | . | -1.4 | 3.2 | . | 4.8 | -0.3
CCN(CC(=O)Nc1c(F)cccc1F)C(=O)CSCC(=O)Nc1cc(C)on1 | 3.0 | 2.3 | 6.1 | -0.7 | . | 1.0 | 1.9 | 3.5
COc1ccc(CCNc2cc(C)nc(N)n2)cc1OC | -4.7 | 4.3 | -14.1 | 8.2 | 1.5 | -5.3 | -18.6 | .
Cc1ccc(S(=O)(=O)N2CC[C@@H]3[C@H]2c2cc(-c4ccccc4F)ccc2N(C)[C@H]3CO)cc1 | 10.8[16.7 µM] | -6.8 | -8.1 | -5.0 | 13.1 | 11.7 | -3.7 | -0.8

Screens deposited in PubChem by Broad Institute.
